GLP1R inv ag: qHTS of GLP-1 Receptor Inverse Agonists (Inhibition Mode). Glucagon-like peptide 1 receptor (Homo sapiens), P43220. AID 624417, 2012. Potency, µM (series often up to 38.3 µM), for the others: top-dose activity change, negative = inhibition, actives largely listed as inhibitors. HEK293 GLP-1R CRE-luciferase, luminescence, 24 h; GLP-1R form is constitutively active. actives 1.6% (n = 410,000); further: potency means the concentration at half of the fitted maximal effect; on the % scale 0 is the no-effect control and ±100 the full control effect; nearly all actives have a fitted effect of over 55% in size
Target sequence (P43220 whole entry, looked up): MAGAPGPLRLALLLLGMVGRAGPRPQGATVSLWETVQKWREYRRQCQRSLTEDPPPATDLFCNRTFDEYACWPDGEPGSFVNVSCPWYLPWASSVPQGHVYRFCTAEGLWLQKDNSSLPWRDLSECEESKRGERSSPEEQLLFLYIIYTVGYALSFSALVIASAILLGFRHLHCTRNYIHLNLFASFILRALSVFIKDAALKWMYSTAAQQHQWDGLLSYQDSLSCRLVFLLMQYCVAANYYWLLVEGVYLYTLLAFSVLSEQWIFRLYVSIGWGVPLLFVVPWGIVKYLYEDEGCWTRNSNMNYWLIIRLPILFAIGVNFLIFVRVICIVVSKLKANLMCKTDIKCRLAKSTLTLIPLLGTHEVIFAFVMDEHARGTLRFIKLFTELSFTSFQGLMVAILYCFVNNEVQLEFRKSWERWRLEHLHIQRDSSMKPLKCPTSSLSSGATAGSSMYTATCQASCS
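Constitutively active GLP-1R drives a cAMP-responsive luciferase in stably transfected HEK293 cells; test compounds are added after overnight (12 h) attachment and left 24 hr, and signal loss in luminescence marks inhibition.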
PTHR1 agonist: qHTS for PTHR1 Agonists: Primary Screen; Potency, µM (titrated, usually from 115 µM), inactives show top-dose activation, hits mostly activators; actives 0.075% (n = 410,000); HEK293 GP2 PTHR1 cells, GloSensor cAMP luminescence, 1 h; further: potency means the concentration at half of the fitted maximal effect; nearly all actives have a fitted effect of over 55% in size; some results filed as inactive show a strong effect at the top dose; inactives centre near -15; many of its hits are not listed in these tables
Target sequence (Q03431 whole entry, looked up): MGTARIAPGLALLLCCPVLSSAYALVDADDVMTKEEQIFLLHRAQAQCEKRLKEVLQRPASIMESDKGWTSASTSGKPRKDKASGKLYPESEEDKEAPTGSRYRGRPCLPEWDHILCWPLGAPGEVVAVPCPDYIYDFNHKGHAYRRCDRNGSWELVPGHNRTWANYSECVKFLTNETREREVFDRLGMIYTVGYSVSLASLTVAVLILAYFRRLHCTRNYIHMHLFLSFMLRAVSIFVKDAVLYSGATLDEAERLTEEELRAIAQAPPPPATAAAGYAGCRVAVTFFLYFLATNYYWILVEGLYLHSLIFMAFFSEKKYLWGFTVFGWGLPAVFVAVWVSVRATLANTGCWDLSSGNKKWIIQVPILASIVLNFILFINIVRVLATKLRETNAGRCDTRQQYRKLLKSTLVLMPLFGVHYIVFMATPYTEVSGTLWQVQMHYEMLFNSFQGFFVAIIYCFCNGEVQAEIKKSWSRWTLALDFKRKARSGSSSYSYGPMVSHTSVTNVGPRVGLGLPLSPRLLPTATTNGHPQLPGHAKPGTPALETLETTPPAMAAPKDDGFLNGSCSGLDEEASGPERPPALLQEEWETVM
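HEK-293-derived GP2 cells expressing PTHR1 and a GloSensor cAMP reporter, 3,000/well, plated overnight, given luciferin plus IBMX (each 0.5 mM as added) for 1 h at 37 °C, then compound for 1 h at 37 °C. Luminescence was read after 15 min at room temperature.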
GLP-1R agonist: qHTS of GLP-1 Receptor Agonists. Glucagon-like peptide 1 receptor (Homo sapiens), P43220. HEK293 GLP-1R CRE-luciferase, luminescence, 4-6 h; cells express a hypersensitive GLP-1R form. Potency, µM (highest dose often 45.6 µM), inactives show top-dose activation, hits mostly activators. actives 0.007% (n = 380,000). AID 624172, 2012; further: potency means the concentration at half of the fitted maximal effect; % of control where 0% means no effect
PLK1 PBD inh: qHTS for Inhibitors of PLK1-PDB (polo-like kinase 1 - polo-box domain): Primary Screen | Plk1 PBD binding of FITC phosphopeptide, fluorescence polarization | Potency, µM, without a hit: max response, negative = inhibition, usual class: inhibitors | actives 2.8% (n = 360,000) | AID 720504, 2013; further: potency means the concentration at half of the fitted maximal effect; series mostly up to about 57 µM; on the % scale 0 is the no-effect control and ±100 the full control effect; nearly all actives have a fitted effect of over 65% in size
PI5P4Ka inh: qHTS for Inhibitors of phosphatidylinositol 5-phosphate 4-kinase (PI5P4K); Phosphatidylinositol 5-phosphate 4-kinase type-2 alpha (Homo sapiens), P48426; PI5P4Kalpha enzyme, ADP-Glo luminescence, 60 min; stronger effect = lower value; max response, %; actives 1.2% (n = 330,000); active means max response of -50% or lower; inconclusive means between -30% and -50%; inactive means -30% or higher; further: value at the top dose of about 77 µM; on the % scale 0 is the no-effect control and ±100 the full control effect
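Reactions run in 0.038 M HEPES pH 7.4, 0.28 mM EGTA, 0.1% CHAPS and 5% DMSO, with PI5P4Kalpha, substrate, compound and 5 microM ATP final, one hour at room temperature. Readout is ADP-Glo luminescence.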
EPAC1 agonist: qHTS for Agonist of cAMP-regulated guanine nucleotide exchange factor 3 (EPAC1): primary screen | Potency, µM (series often up to 154 µM), without a hit: top-dose activation, hits mostly activators | Rap guanine nucleotide exchange factor 3 (Homo sapiens), O95398 | EPAC1 agonist qHTS, biochemical assay; response scale: 100% = response to 6.5 mM cAMP | actives 0.073% (n = 360,000); further: potency means the concentration at half of the fitted maximal effect; nearly all actives have a fitted effect of over 60% in size
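Nucleotide exchange assay: 100 nM EPAC1 with 250 nM Rap1B loaded with BODIPY-GDP and 50 uM GDP, room temperature. Fluorescence (480/540 nm) read every 5 min for 30 min; signal change normalized to 6.5 mM cAMP as full agonist.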
IL-2 act: qHTS of IL-2 Activators; IL-2 activation reporter assay, cell-based qHTS; stimulated with anti-CD3/CD4/CD28 beads; in transgenic mouse T cells; activation, % (series mostly up to about 46 µM); actives 0.065% (n = 360,000); AID 652025, 2013; in the data active means activation above about 50%; inconclusive means mostly about 30% to 49%; further: 0% is about no effect
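First, unstimulated transgenic mouse T cells were exposed to compound for 60 min. Next, anti-CD3/anti-CD4-coated beads with anti-CD28 were added. Finally, after 18 h at 37 degrees C, EGFP and DsRed were imaged.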
GLP1R cytotox: qHTS of GLP-1 Receptor Inverse Agonists: Cytotox Screen | HEK293 cAMP-luciferase reporter cells, luminescence, 24 h | Potency, µM (doses to about 38.3 µM), for the others: at the highest dose activity change, negative = inhibition, usual class: inhibitors | actives 0.13% (n = 410,000);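 further: loss of luciferase light is scored as toxicity; potency means the concentration at half of the fitted maximal effect; on the % scale 0 is the no-effect control and ±100 the full control effect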
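Luminescence readout: signal drop marks cytotoxicity. Plated cells grew 12 h at 37 °C, 5% CO2, received 23 nL compound for 24 h, then got luciferase reagent, read after 12 min at RT.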
EPAC1 antagonist: qHTS for Antagonist of cAMP-regulated guanine nucleotide exchange factor 3 (EPAC1): primary screen; actives 0.14% (n = 360,000); EPAC1 GEF assay, Rap1b-BODIPY-GDP exchange fluorescence; Potency, µM (doses to about 115 µM), for the others: at the highest dose activity change, negative = inhibition, actives largely listed as inhibitors; Rap guanine nucleotide exchange factor 3 (Homo sapiens), O95398;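 further: potency means the concentration at half of the fitted maximal effect; plate controls were vehicle for no effect and positive control for full effect; nearly all actives have a fitted effect of over 50% in size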
* hit, by the source's call; i = inactive; ? = inconclusive; / = no result given; & = joins results of further samples; [ ] = another dose, or the depositor's remark. Unless noted, the call rests on the fitted dose curve; in most records, active means well fitted curve in the direction sought with a large enough effect; inconclusive means small, poorly fitted or top-dose-only effect, or another doubt; inactive means no such curve, though single readings can be large; an effect the other way counts as inactive or inconclusive.

The line under a structure holds: GLP1R inv ag, PTHR1 agonist, GLP-1R agonist, PLK1 PBD inh, PI5P4Ka inh, EPAC1 agonist, IL-2 act, GLP1R cytotox, EPAC1 antagonist
Cc1ccc(OCC(O)CNCc2ccccc2)cc1C (stereo not drawn)
→ ?, i, 12%, -13%, 1, 6%, 0.2, 14%, 3%
O=S(=O)(Nc1nccs1)c1cc(Cl)ccc1Cl
→ 0%, -35%[inhibitor][57.5 µM], -2%, -18%, -51*, -1%, 0.0, -9%, -8%
CCOCCCN(C)C1CCN(C(=O)c2oc3ccccc3c2NC(=O)COc2cccc(C)c2)CC1
→ ?, i, 7%, 1%, 7, -2%, -3.9, -21%, 6%
CCSc1ccc(-c2ccc(C)cc2)nn1
→ -5%, -5%, 1%, -5%, 7, 3%, -5.9, 1%, 1%
NC(=O)c1nsc(C(=O)N(c2ccc3c(c2)OCCO3)C(C(=O)NCC2CCCO2)c2ccc(F)cc2)c1N (stereo not drawn)
→ 24%, i, 17%, -17%, -1, -3%, -0.6, 0%, -4%
CN(CCOc1cccc(C(F)(F)F)c1)Cc1ccccc1
→ 10µM*, -6%, 4%, -5%, 4, 6%, -4.1, ?, 1%
CCO[C@@H]1OC(C(=O)N2CCN(C)CC2)=C[C@H](c2coc3ccccc3c2=O)[C@H]1CCCO
→ 12%, 1%, 5%, -13%, 4, -4%, 2.5, 12%, 24%
O=S(=O)(NCc1ccco1)c1cnc(Cl)c(Br)c1
→ -18%, -17%, -9%, -6%, 2, 8%, -1.5, -18%, -6%
CCN(CC)c1ccc(NC(=O)c2ccccc2OCC(=O)OC)cc1
→ -13%, -65%[inhibitor], 18%, -13%, 14, 9%, -5.2, -2%, -23%
Cc1ccc(N(C)C(=O)n2cnc3ccccc32)cc1
→ -19%, -21%, 5%, -5%, -1, 11%, -0.7, 17%, -20%
CCN(C(=O)c1ccco1)C1C2CC3CC(C2)CC1C3 (stereo not drawn)
→ ?, -25%, -4%, -11%, 8, 2%, -5.0, -11%, -15%
N#CCc1c[nH]c2ccc([N+](=O)[O-])cc12
→ ?, -2%, -1%, -4%, 2, 2%, 0.9, -10%, -12%
CCCCNC(=O)c1cccc(C(=O)NCCCC)c1
→ -20%, i, -1%, -3%, /, -3%, -3.3, 6%, 8%
O=C(COc1ccccc1Cl)N1CCN(c2ccc([N+](=O)[O-])c(N3CCOCC3)c2)CC1
→ -10%, -2%[57.5 µM], 0%, 3%&-5%, /, 25%, -2.6, ?, 0%
CC(C)(C)OC(=O)NCCCC[C@H](NC(=O)[C@H](Cc1c[nH]c2ccccc12)NC(=O)OCc1ccccc1)C(=O)O
→ 16%, -12%, -5%, -8%, 1, 3%, 1.3, -6%, -10%
CC(C)[C@H](NC(=O)OC(C)(C)C)c1cc(C(=O)N(C)CCN(C)C)c(N)s1
→ 18%, i, /, -6%, 1, 0%, 0.3, 1%, -21%
COc1ccc(NC(C)=O)cc1NC(=O)CN1CCN(c2ccccn2)CC1
→ 0%, -19%, 3%, -12%, -8, 3%, -4.4, -5%, 2%
COc1ccc(-c2cc(NC(C)=O)c3ncc(-c4ccc(F)cc4)n3c2)cc1OC
→ -18%, i, 17%, ?, -11, -2%, -0.6, -10%, -18%
CNC[C@H]1Oc2c(NS(=O)(=O)c3cccs3)cccc2C(=O)N([C@H](C)CO)C[C@@H]1C
→ 11%, -5%, -4%, -13%, -7, 1%, 0.3, 22%, ?
CC(/C=N\N1CCN(c2ccc(Cl)cc2)CC1)=C\c1ccccc1
→ 0%, i, 8%, -12%, 2, -1%, 3.4, 73%[activator], -17%

Next section; it opens with the two that closed the last part.
The line under a structure holds: GLP1R inv ag, PTHR1 agonist, GLP-1R agonist, PLK1 PBD inh, PI5P4Ka inh, EPAC1 agonist, IL-2 act, GLP1R cytotox, EPAC1 antagonist
CNC[C@H]1Oc2c(NS(=O)(=O)c3cccs3)cccc2C(=O)N([C@H](C)CO)C[C@@H]1C
→ 11%, -5%, -4%, -13%, -7, 1%, 0.3, 22%, ?
CC(/C=N\N1CCN(c2ccc(Cl)cc2)CC1)=C\c1ccccc1
→ 0%, i, 8%, -12%, 2, -1%, 3.4, 73%[activator], -17%
Cc1ccc(-c2nc(N)sc2CC(=O)OCC(=O)NC2CCCC(C)C2C)cc1 (stereo not drawn)
→ 15%, i, -22%, -9%, 0, -19%, 0.4, 2%, -25%
CCOc1ccc(C(=O)Nc2ccc(NC(=O)c3cccs3)cc2)cc1[N+](=O)[O-]
→ 9%, -17%, -10%, -7%, -13, 9%, -0.1, 14%[1.53 µM], -2%
COc1cccc(CNC(=O)CCNS(=O)(=O)c2ccc(C)cc2)c1
→ -29%, i, -7%, 6%, 8, 1%, -2.3, -1%, -10%
COC(=O)c1ccccc1NS(=O)(=O)c1ccc2c3c(cccc13)C(=O)N2
→ 0%, i, 14%, -6%, /, 26%, -1.3, 37%[activator], -9%
CC1=C(C(N)=O)C(c2ccccc2F)NC(=O)N1 (stereo not drawn)
→ 3%, i, -5%, -7%, -1, -5%, -2.9, 2%, 13%
COc1ccccc1C(=O)Nn1c(-c2cccs2)nc2ccccc2c1=O
→ -1%, 3%, -5%, ?, 7, 1%, -1.5, -6%, -7%
Cc1cccc(N2CC(C(=O)Nc3ccc(S(=O)(=O)N4CCCCC4)cc3)CC2=O)c1C (stereo not drawn)
→ ?, -19%, 8%, -4%, 5, 6%, -0.8, -1%, -14%
CC(NC(=O)c1ccccc1NC(=O)c1ccncc1)c1ccccc1 (stereo not drawn)
→ 31%, -23%, 29%, -1%, 0, -9%, -2.2, -4%, 1%
O=C(c1ccccc1Br)N1CCN(Cc2ccc3c(c2)OCO3)CC1
→ ?, -68%[inhibitor], -4%, 3%, 8, -2%, -0.6, 17%, -11%
CC1(C)OC2CCN3C(C(O)COS3(=O)=O)C2O1 (stereo not drawn)
→ 12%, -5%, 8%, -24%, -2, 6%, 8.9, 31%[activator], 3%
Cc1ccc([N+](=O)[O-])c(OCCN2CCC(Cc3ccccc3)CC2)c1
→ ?, -31%[inhibitor], 7%, -9%, 0, 9%, -5.0, ?, -22%
COc1ccc2c(c1)C(=O)c1ccccc1CO2
→ 13%, -15%, 5%, -1%, 2, -4%, 1.9, -6%, -7%
COCc1cc(=O)n2[nH]c(-c3ccsc3-n3c(C)ccc3C)cc2n1
→ 15%, i, -16%, ?, -54*, -1%, -0.5, 2%, ?
O=C1C2C3C=CC(CC3)C2C(=O)N1c1ccc(Br)cc1[N+](=O)[O-] (stereo not drawn)
→ ?, i, 4%, -7%, 0, 4%, -0.8, -1%, 1%
Oc1ccccc1CNc1ccc(OC(F)(F)F)cc1
→ ?, -33%[inhibitor], 17%, -7%, 7, 4%, -1.2, 0%, ?
Cc1c(CC(=O)N[C@@H](C)C(=O)O)c(=O)oc2cc3c(cc12)CCC(C)(C)O3
→ 2%, -17%, -6%, -15%, 3, -1%, -0.8, 4%, -29%
O=C(Nc1ccccc1)Nc1ccc(Cl)c(S(=O)(=O)N2CCOCC2)c1
→ ?, -43%[inhibitor], 12%, -3%, -1, 8%, -2.6, -17%, ?
Cc1oc(/N=C/c2ccccc2)c(C#N)c1C
→ 0%, -56%[inhibitor], 1%, -12%, 3, -5%, -0.4, -5%, -10%
CCOC(=O)Cc1nc2cc(Cl)ccc2o1
→ -15%, -9%, 8%, -3%, -11, 12%, 0.8, -1%, 5%
CCCOc1cccc(C(=O)NCCNC(=O)c2ccccn2)c1
→ 2%, i, 10%, -1%, -6, 1%, -0.5, 8%, -4%
CCOC(=O)/C=c1\s/c(=C\c2ccc3cc(OC)ccc3c2)c(=O)n1CC(=O)NCC1CCCO1 (stereo not drawn)
→ 10%, -37%[inhibitor][57.5 µM], -3%, 18%, 6, 5%, 0.6, -7%, -1%
CC(C)Cc1cc(C(=O)Nc2sc3c(c2C#N)CCCC3)no1
→ ?, -11%, 6%, ?, 0, 6%, -1.7, -5%, 0%
Cc1ccc(C)c(S(=O)(=O)N2CCCOC2CNC(=O)C(=O)NCc2ccccn2)c1 (stereo not drawn)
→ -7%, i, 2%, -9%, 4, 4%, -3.2, 20%, 1%
COC(=O)C(NC(C)=O)(Nc1ccccn1)C(F)(F)F (stereo not drawn)
→ 2%, -35%[inhibitor], -1%, -5%, -2, 9%, -0.6, 5%, -1%
Cc1cccc(C)c1OCC(=O)NCc1nnc(SCC(=O)NC2CCCCC2)n1C
→ 0%, -38%[inhibitor][57.5 µM], -6%, -8%, -4, 4%, -2.0, -2%, 2%
Cc1cc(C(=O)N/N=C/c2cccn2C)n[nH]1
→ 32%[activator], i, 0%, -3%, -8, -5%, 0.1, 4%, 18%
CC(Sc1nnc(-c2ccc(Cl)cc2)n1C)C(N)=O (stereo not drawn)
→ 10%, i, -11%, -7%, -2, -1%, -1.4, -4%, 7%
O=C(CSc1nnc(-c2cccc(F)c2)o1)NC1CCCC1
→ -21%, i, 6%, 1%, 2, -2%, 0.1, -7%, 2%
COc1ccc(C)cc1NC(=O)COC(=O)c1c(C)nn(-c2ccccc2)c1C
→ ?, -93%[inhibitor], 3%, 5%, 2, 13%, -0.9, -5%, -24%
COc1cccc(CC(=O)Nc2ccccc2N2CCCC2)c1
→ ?, -9%, -3%, 3%, 1, -7%, -3.1, 1%, 13%

This is a subset; count on the stated rates, not on these rows.
